Source: PubChem BioAssay
MazF activator – MazEF (E. coli) toxin RNase activation; P0AE70; activation, % at 20 µM; 0.32% of 350,000 active; FAM/BHQ RNA-DNA oligo cleavage fluorescence, 5 h; in the data active = activation above about 50%
Target sequence (P0AE70 whole entry, looked up): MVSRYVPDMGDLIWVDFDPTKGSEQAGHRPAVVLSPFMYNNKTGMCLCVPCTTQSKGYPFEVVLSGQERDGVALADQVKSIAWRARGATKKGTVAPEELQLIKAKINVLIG
Mtb UGM inh – blocks M. tuberculosis UGM enzyme; P9WIQ1; purified UGM, fluorescence polarization probe displacement; inhibition, % at 10 µM; 0.06% of 320,000 active; AID 504406; in the data active = inhibition above about 10%, passing the limit was not always enough; inconclusive = no clear call, values can overlap the other calls
Target sequence (P9WIQ1 whole entry, looked up): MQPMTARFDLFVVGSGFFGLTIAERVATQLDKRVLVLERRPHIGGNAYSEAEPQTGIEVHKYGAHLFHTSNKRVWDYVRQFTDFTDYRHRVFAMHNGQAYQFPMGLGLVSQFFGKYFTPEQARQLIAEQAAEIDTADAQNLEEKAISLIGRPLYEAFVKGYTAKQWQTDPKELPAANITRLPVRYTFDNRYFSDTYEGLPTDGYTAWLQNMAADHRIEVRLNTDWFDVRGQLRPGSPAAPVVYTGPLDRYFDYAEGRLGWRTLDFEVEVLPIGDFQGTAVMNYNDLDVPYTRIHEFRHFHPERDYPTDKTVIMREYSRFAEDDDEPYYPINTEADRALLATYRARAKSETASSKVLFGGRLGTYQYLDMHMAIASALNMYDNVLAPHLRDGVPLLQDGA
Rv3671c inh – inhibitors of M. tuberculosis serine protease Rv3671c; 0.048% of 320,000 active; inhibition, % at 5.96 µM; in the data active = inhibition above about 38%;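 also: extracellular domain of Rv3671c used as enzyme; 0% = enzyme with DMSO and 100% = no enzyme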
FBA Mtb inh – inhibitors of M. tuberculosis fructose-bisphosphate aldolase; inhibition, % at 1 µM; purified M. tuberculosis FBA, fluorescence read-out; 2.3% of 360,000 active; P9WQA3; in the data active = inhibition above about 27%;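 also: 0% = vehicle and 100% = reference inhibitor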
Target sequence (P9WQA3 whole entry, looked up): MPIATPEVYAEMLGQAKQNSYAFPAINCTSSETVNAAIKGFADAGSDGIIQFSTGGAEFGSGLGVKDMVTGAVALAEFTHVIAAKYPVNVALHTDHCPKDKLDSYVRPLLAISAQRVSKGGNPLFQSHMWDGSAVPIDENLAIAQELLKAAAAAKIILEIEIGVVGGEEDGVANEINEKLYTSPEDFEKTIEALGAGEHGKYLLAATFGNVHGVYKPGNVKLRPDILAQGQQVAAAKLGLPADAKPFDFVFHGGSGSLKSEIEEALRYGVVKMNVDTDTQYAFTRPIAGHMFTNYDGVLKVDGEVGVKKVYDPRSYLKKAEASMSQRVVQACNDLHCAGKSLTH
BoNT F protease – inhibitors of Botulinum neurotoxin F light chain protease. Multiplex microsphere protease cleavage assay, flow cytometry. inhibition, % at 10 µM. 0.22% of 360,000 active. AID 588497; in the data active = inhibition above about 35%, passing the limit was not always enough; inconclusive = no clear call, values can overlap the other calls; also: plate controls were buffer without enzyme for full effect and enzyme alone for no effect
FadD28 binding – inhibitors of Mycobacterium tuberculosis FadD28 bisubstrate binding. 0.22% of 360,000 active. inhibition, % at 12.5 µM. FadD28 bisubstrate probe binding, fluorescence polarization. AID 588549; in the data active = inhibition above about 8.5%, passing the limit was not always enough; inconclusive = no clear call, values can overlap the other calls
BioA inh – BioA (M. tuberculosis) enzyme inhibition; purified M. tuberculosis BioA enzyme, plate reader; inhibition, % at 9.99 µM; 0.096% of 360,000 active; AID 602481; in the data active = inhibition above about 40%; inconclusive = no clear call, values can overlap the other calls
PrPC surface inh – cell surface PrPC inhibition, primary TR-FRET screen; inhibition, % at 13.8 µM; TR-FRET read-out; 0.43% of 370,000 active; in the data active = inhibition above about 24%; also: 0% = median of the test wells and 100% = reference compound wells
GDH-TPI inh – counter-screen for M. tuberculosis FBA inhibitors: GDH-TPI coupled enzymes | GDH-TPI coupled enzyme counterscreen, NADH absorbance | inhibition, % at 4.8 µM | 1.2% of 360,000 active | AID 588335; in the data active = inhibition above about 30%;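 also: 0% = DMSO wells and 100% = wells lacking the enzyme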
* = called active by the depositor.

N#C/C(=C\c1cccc(Oc2ccc(C(F)(F)F)cc2[N+](=O)[O-])c1)c1nc2ccccc2[nH]1 was read as MazF activator -0.8, Mtb UGM inh 3.7, Rv3671c inh -5.8, FBA Mtb inh 3.4, BoNT F protease 1.3, FadD28 binding -0.7, BioA inh 0.3, PrPC surface inh -5.8 and GDH-TPI inh 0.5.
`CC(=O)c1cccc(NC(=O)CSc2nc(=O)n(CCCN3CCOCC3)c3c2CCC3)c1` gave MazF activator 1.2, Mtb UGM inh -2.8, Rv3671c inh 7.5, FBA Mtb inh 0.5, BoNT F protease 8.5, FadD28 binding -0.4, BioA inh 5.8, PrPC surface inh 0.0 and GDH-TPI inh 8.4.
Screening COc1cc(/C=C/C(=O)OCC(=O)Nc2ccc3c(c2)OCCO3)ccc1O returned MazF activator 1.0, Mtb UGM inh 1.1, Rv3671c inh -13.4, FBA Mtb inh -0.2, BoNT F protease 2.6, FadD28 binding -3.1, BioA inh -0.2, PrPC surface inh -3.4 and GDH-TPI inh 20.2.
`C#CCOCOCC#CCN(CC)CC` gave MazF activator -2.5, Mtb UGM inh -0.2, Rv3671c inh 0.8, FBA Mtb inh 0.4, BoNT F protease inconclusive, FadD28 binding -1.1, BioA inh -1.9, PrPC surface inh -0.4 and GDH-TPI inh -1.3.
For COc1cc(C#N)ccc1OCC(=O)Nc1cccc(S(=O)(=O)N2CCCC2)c1 the results were MazF activator 10.6, Mtb UGM inh 1.7, Rv3671c inh -2.0, FBA Mtb inh 0.1, BoNT F protease -4.0, FadD28 binding -2.2, PrPC surface inh 6.6 and GDH-TPI inh 4.0.
Screening CCCN1C(=O)CC(c2ccco2)Sc2ccccc21 (stereo not given) returned MazF activator -11.8, Mtb UGM inh -1.8, Rv3671c inh 3.5, FBA Mtb inh 2.1, BoNT F protease 2.4, FadD28 binding -2.3, BioA inh 3.7, PrPC surface inh -3.6 and GDH-TPI inh 1.2.
For CC(NS(=O)(=O)c1ccc(Cl)cc1)C(=O)NCCC1=CCCCC1 (stereo not given) the results were MazF activator -0.3, Mtb UGM inh 0.0, Rv3671c inh -4.8, FBA Mtb inh -2.0, BoNT F protease 6.0, FadD28 binding 1.2, BioA inh 0.0, PrPC surface inh 7.8 and GDH-TPI inh 2.8.
Screening Cc1ccc2nc(-c3ccc(NC(=O)COC(=O)c4cncc(Br)c4)cc3)sc2c1 returned MazF activator -26.5, FBA Mtb inh 40.4*, BoNT F protease 3.1, FadD28 binding -2.0, PrPC surface inh 0.4 and GDH-TPI inh 13.5.
Screening O=C(NC(=O)c1ccccc1F)OCc1ccc(Cl)cc1Cl returned MazF activator 6.6, Mtb UGM inh 1.5, Rv3671c inh -2.6, FBA Mtb inh -0.7, BoNT F protease 2.0, FadD28 binding -3.9, PrPC surface inh 6.6 and GDH-TPI inh 4.0.
`O=C(Nc1ccccc1N1CCN(C(=O)c2ccccc2)CC1)c1ccccc1Cl` gave MazF activator 5.1, Mtb UGM inh 2.3, Rv3671c inh 5.0, FBA Mtb inh 1.5, BoNT F protease -7.4, FadD28 binding -3.5, PrPC surface inh 1.6 and GDH-TPI inh -6.5.
Screening Cc1occc(=O)c1OCc1c(Cl)cccc1Cl returned MazF activator -2.8, Mtb UGM inh 0.4, Rv3671c inh -4.9, FBA Mtb inh 2.6, BoNT F protease 5.2, BioA inh -0.3, PrPC surface inh -2.8 and GDH-TPI inh -4.8.
Screening COc1ccc(CCNC(=O)C2CCCN(C(=O)c3ccc(Cl)cc3)C2)cc1 (stereo not given) returned MazF activator 4.9, Mtb UGM inh 1.8, Rv3671c inh -3.5, FBA Mtb inh 2.3, BoNT F protease 5.7, FadD28 binding -0.3, BioA inh 9.4, PrPC surface inh 4.5 and GDH-TPI inh -2.3.
`CCCN1CC(=O)N2C(c3ccccc3)c3[nH]c4ccccc4c3C[C@H]2C1=O` (stereo not given in full) gave MazF activator 0.6, Mtb UGM inh -1.4, FBA Mtb inh 0.7, BoNT F protease -18.8, FadD28 binding -2.2, BioA inh 6.2, PrPC surface inh -0.9 and GDH-TPI inh 7.3.
For COc1cccc(CN2C(=O)CN(C3CCCCC3)C(=O)C2c2ccc(F)cc2)c1 (stereo not given) the results were MazF activator -5.7, Mtb UGM inh -0.8, Rv3671c inh -4.1, FBA Mtb inh 2.3, BoNT F protease -4.4, FadD28 binding -0.9, BioA inh -3.7, PrPC surface inh 2.0 and GDH-TPI inh -2.4.
`Cc1c(O)c(=O)ccn1C` gave MazF activator -4.6, Mtb UGM inh 2.8, Rv3671c inh 4.5, FBA Mtb inh 0.8, BoNT F protease 1.6, FadD28 binding -2.2, BioA inh 1.0 and GDH-TPI inh -1.4.
Screening CC12CC3CC(C)(C1)CC(C(=O)NNC(=O)c1ccncc1)(C3)C2 returned MazF activator 6.7, Mtb UGM inh -0.1, Rv3671c inh 5.1, FBA Mtb inh 0.1, BoNT F protease -8.5, FadD28 binding 0.2, BioA inh -0.5, PrPC surface inh 0.4 and GDH-TPI inh 2.2.
For O=C(Nc1ccccc1N1CCCCC1)c1cccs1 the results were MazF activator -6.4, Mtb UGM inh 2.9, Rv3671c inh 3.2, FBA Mtb inh 16.6, BoNT F protease -5.1, FadD28 binding -3.5, PrPC surface inh -7.6 and GDH-TPI inh -3.0.
For CCN(Cc1ccccc1)CC(O)COC(c1ccc(OC)cc1)c1ccc(OC)cc1 (stereo not given) the results were MazF activator 1.5, Mtb UGM inh -2.2, Rv3671c inh -9.9, FBA Mtb inh 0.4, BoNT F protease 0.0, FadD28 binding -3.9, BioA inh -2.2, PrPC surface inh -2.5 and GDH-TPI inh 0.0.
Screening O=S(=O)(Nc1ccccc1Cl)c1ccc(F)cc1 returned MazF activator -1.9, Mtb UGM inh 2.3, Rv3671c inh 1.7, FBA Mtb inh 3.6, BoNT F protease -2.4, FadD28 binding -5.5, BioA inh -1.3, PrPC surface inh 6.4 and GDH-TPI inh -15.2.
`CN(C)c1nc(Nc2ccccc2)nc(N(C)C)n1` gave MazF activator 9.2, Mtb UGM inh 0.4, Rv3671c inh 2.3, FBA Mtb inh 2.0, BoNT F protease 10.7, FadD28 binding 0.5, PrPC surface inh 5.1 and GDH-TPI inh -1.9.

The closing two records of the part above are carried over, then new ones follow.
Screening O=S(=O)(Nc1ccccc1Cl)c1ccc(F)cc1 returned MazF activator -1.9, Mtb UGM inh 2.3, Rv3671c inh 1.7, FBA Mtb inh 3.6, BoNT F protease -2.4, FadD28 binding -5.5, BioA inh -1.3, PrPC surface inh 6.4 and GDH-TPI inh -15.2.
`CN(C)c1nc(Nc2ccccc2)nc(N(C)C)n1` gave MazF activator 9.2, Mtb UGM inh 0.4, Rv3671c inh 2.3, FBA Mtb inh 2.0, BoNT F protease 10.7, FadD28 binding 0.5, PrPC surface inh 5.1 and GDH-TPI inh -1.9.
O=C(NCCc1ccc(Cl)cc1)c1ccc(CNc2c(N3CCOCC3)c(=O)c2=O)cc1 was read as MazF activator -0.6, Mtb UGM inh 1.2, Rv3671c inh -7.0, FBA Mtb inh 1.7, BoNT F protease 4.2, FadD28 binding -2.7, BioA inh 0.3, PrPC surface inh -7.0 and GDH-TPI inh 6.5.
`Cc1nc(NCCO)c(C#N)c2c1COC(C)(C)C2` gave MazF activator -11.5, Mtb UGM inh -0.8, Rv3671c inh -2.3, FBA Mtb inh 17.2, BoNT F protease 1.7, FadD28 binding 1.2, BioA inh -1.6, PrPC surface inh -2.2 and GDH-TPI inh 13.8.
`O=C(CSc1nnnn1C1CCCC1)c1ccc2c(c1)OCCO2` gave MazF activator -5.9, Mtb UGM inh -1.9, Rv3671c inh 0.2, FBA Mtb inh 3.1, BoNT F protease -6.8, FadD28 binding 0.6, BioA inh 0.1, PrPC surface inh 5.5 and GDH-TPI inh 4.9.
CCCN(C(=O)/C=C/c1ccco1)c1c(N)n(Cc2ccccc2)c(=O)[nH]c1=O was read as MazF activator 9.8, Mtb UGM inh -0.9, Rv3671c inh 0.9, FBA Mtb inh -1.9, BoNT F protease 5.8, FadD28 binding -0.8, PrPC surface inh 4.6 and GDH-TPI inh -3.2.
`Cc1ccc(C(=O)N/C(=C/c2ccco2)C(=O)NCC2CCCO2)cc1` (stereo not given) gave MazF activator 1.0, Rv3671c inh 3.5, FBA Mtb inh 0.5, BoNT F protease -1.5, FadD28 binding -1.1, PrPC surface inh -0.4 and GDH-TPI inh -1.5.
For O=C1CCCc2ccccc2N1Cc1c(Cl)cccc1Cl the results were MazF activator 4.5, Mtb UGM inh 3.1, Rv3671c inh 0.7, FBA Mtb inh 2.5, BoNT F protease 6.8, FadD28 binding -3.6, PrPC surface inh 0.5 and GDH-TPI inh 5.0.
CCOC(=O)c1ccc(N2C(=O)C3CC=C(C)CC3C2=O)cc1 (stereo not given) was read as MazF activator -0.4, Mtb UGM inh -1.6, Rv3671c inh -6.8, FBA Mtb inh 0.2, FadD28 binding 0.4, PrPC surface inh 1.7 and GDH-TPI inh 13.4.
Cc1ccc(NCCC(=O)c2ccc(Cl)cc2)cc1 was read as MazF activator 3.2, Rv3671c inh 7.5, FBA Mtb inh 0.6, BoNT F protease -0.7, FadD28 binding -2.9, BioA inh -0.2, PrPC surface inh -3.2 and GDH-TPI inh -3.2.
Screening CC(C)CNc1ncnc2c1ncn2[C@H]1CN(Cc2ccc(F)cc2)C[C@@H](CO)O1 returned FBA Mtb inh 3.6, BoNT F protease 0.5, FadD28 binding -2.0, BioA inh 0.3, PrPC surface inh -0.5 and GDH-TPI inh 6.2.
For COCCn1c(-c2ccccc2)nc2oc3cc(OC)ccc3c(=O)c2c1=O the results were MazF activator 3.2, Mtb UGM inh 0.1, Rv3671c inh 4.2, FBA Mtb inh -0.6, BoNT F protease -9.3, FadD28 binding 1.1, BioA inh -3.2, PrPC surface inh 1.2 and GDH-TPI inh 28.6.
For O=c1[nH]c(SCc2ccccc2)nnc1-c1ccccc1 the results were MazF activator 2.8, Mtb UGM inh -2.8, Rv3671c inh -0.3, FBA Mtb inh 3.1, BoNT F protease -3.5, FadD28 binding -1.9, BioA inh -1.5, PrPC surface inh 3.7 and GDH-TPI inh 14.5.
`Cc1c(C)c2ccc(OCC(=O)NCCCn3ccnc3)c(C)c2oc1=O` gave MazF activator 2.3, Mtb UGM inh 1.0, Rv3671c inh 9.0, FBA Mtb inh 43.1*, BoNT F protease -1.0, FadD28 binding -2.9, BioA inh 13.0, PrPC surface inh -6.0 and GDH-TPI inh 3.9.
For COc1ccc(/C=N\NC(=O)c2ccc(F)cc2)cc1COc1cc(F)ccc1[N+](=O)[O-] the results were MazF activator 3.0, Mtb UGM inh 1.4, FBA Mtb inh 2.7, BoNT F protease 4.0, FadD28 binding -0.2, BioA inh -1.5, PrPC surface inh -8.2 and GDH-TPI inh 0.7.
COc1ccc(NC2=C(C(C)=O)C(c3ccc4c(c3)OCO4)C(C(C)=O)C(C)(O)C2)cc1 (stereo not given) was read as MazF activator 9.0, Mtb UGM inh -0.9, Rv3671c inh -0.5, FBA Mtb inh -2.9, BoNT F protease -4.7, FadD28 binding 0.3, BioA inh 2.0, PrPC surface inh 2.7 and GDH-TPI inh 3.7.
Screening COc1ccc(Cc2c(O)nc(SCC(=O)c3ccc(OC)cc3)[nH]c2=O)cc1 returned MazF activator 7.5, Mtb UGM inh 0.1, Rv3671c inh -8.8, FBA Mtb inh -1.0, BoNT F protease 2.2, FadD28 binding -3.7, PrPC surface inh -6.1 and GDH-TPI inh 0.0.
`CCc1ccc(N2CC(C(=O)OCC(=O)Nc3ccccc3C)CC2=O)cc1` (stereo not given) gave MazF activator 4.0, Mtb UGM inh -2.5, Rv3671c inh -4.4, FBA Mtb inh 1.6, BoNT F protease -3.2, FadD28 binding -1.9, BioA inh -0.5, PrPC surface inh -0.4 and GDH-TPI inh 2.8.
Screening CC(C)OCCCN1CN(S(=O)(=O)c2cccs2)c2nc3ccccc3nc21 returned MazF activator -8.8, Mtb UGM inh -0.8, Rv3671c inh -2.6 and PrPC surface inh -4.7.
